# Dynein transport: inhibitors of GR-EGFP nuclear translocation, primary screen, dynein cargo transport inhibitor project, imaging, high-content, 3617.4 mouse cells; test concentration mostly 20 µM; stimulated with dexamethasone, 1 µM; stronger effect = lower value; z-score, hits read low; actives 0.47% (n = 220,000); AID 1381, 2008;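 active = plate z-score of nuclear minus cytoplasmic receptor signal below a set negative limit, without overly bright fluorescence or cell loss, cut at about -3.5 in these data, passing the limit was not always enough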;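 also: z-score of nuclear minus cytoplasmic ring GR-EGFP intensity difference per well; some compounds called inactive have numbers as strong as hits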
#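 Buffer or medium: tet-free, stripped-serum medium; reagent: dexamethasone at 1.0 µM final, 30 min; incubation: 48 h induction, 1 h compound, 30 min dex at 37 °C; measured by: formaldehyde fixation, Hoechst nuclear stain, 10x automated fluorescence imaging; read-out: nuclear-to-cytoplasmic GR-EGFP distribution per well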
# TNAP activators: human TNAP enzyme activators, primary screen, biochemical, luminescent, no phosphate acceptor, uHTS (AID 1001) | purified TNAP, luminescent activation assay, no phosphate acceptor; higher activation fold means a stronger effect | actives 0.03% (n = 200,000) | one-dose activation fold at 20 µM; EC50 in µM for titrated hits | Alkaline phosphatase, tissue-nonspecific isozyme (Homo sapiens); in the data active = activation fold from about 3, or a potency from the dose series; inactive = the rest, 99 in 100 with activation fold below about 1.6; also: many of its hits are not listed in these tables
# bCat nuc transl: modulators of beta-catenin nuclear translocation, primary screen, imaging, HeLa cells, immunofluorescence, high-content | AID 1665, 2009 | nuclear translocation activity, % at 5 µM | actives 0.3% (n = 190,000);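 active = nuclear translocation activity above 50% at 5 µM, with a well cell count of 50 or more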;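 also: per-cell ratio of nuclear to cytoplasmic median beta-catenin stain intensity; plate controls were DMSO negative control for no effect and GSK-3 inhibitor IX positive control for full effect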
#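 System: HeLa cells, endogenous beta-catenin; compound dosing: 5 µM primary single dose, 0.1% DMSO, 0.02–20 µM confirmation series; incubation: 24 h compound exposure at 37°C, 5% CO2; signal: beta-catenin immunofluorescence imaging with DAPI; evaluation: % activation, nuclear-to-cytoplasmic median beta-catenin signal ratio per cell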
# Hep lipid drop: inhibitors of hepatocyte lipid droplet formation, primary screen, imaging, high-throughput imaging, BODIPY stain; AML12 mouse hepatocytes, oleate lipid droplets; inhibition, % at 6.5 µM; actives 0.4% (n = 240,000); AID 1656, 2009;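 active = lipid droplet intensity inhibited by at least 50%, with more than 500 cells counted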
#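 Material – AML12 mouse liver cells · Also added – oleate loading, 100 µM · Compound dosing – 6.5 µM single-point dosing · Times – overnight treatment with compound plus oleate · Measured by – fluorescence imaging, 20x objective, two fields per well · Read-out – percent inhibition of filter-corrected integrated lipid droplet intensity per well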
# Ins promoter up: insulin promoter activators in MIN6 cells, imaging, high-content screening, mouse beta cells; actives 0.3% (n = 190,000); z-score at 5 µM; MIN6 insulin promoter-GFP reporter; stronger effect = higher value; AID 1625, 2009;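 active = z-score above 3 at 5 µM with at least 500 cells counted in the well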
# PMI inhibitors: inhibitors of human PMI, primary screen, biochemical, fluorescence intensity, coupled assay (AID 1209). Mannose-6-phosphate isomerase (Homo sapiens). purified PMI enzyme, coupled fluorescence intensity; higher % means a stronger effect. one-dose inhibition, % at 20 µM; IC50 in µM for titrated hits. actives 0.42% (n = 190,000); in the data active = inhibition above about 50%;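 also: plate controls were DMSO vehicle for no effect and wells lacking substrate for full effect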
# T cell modulator: modulators of CD8 T cell-vesicle binding, primary screen, mouse 2C CD8+ T cells, flow cytometry; actives 0.068% (n = 330,000); AID 2052, 2009; 2C CD8+ T cell-vesicle binding; stronger effect = lower value; calls only at 7 µM;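 active = response, share of CD8 T cells binding vesicles, and their 90th percentile fluorescence all below set limits, cut at about 80% in these data, passing the limit was not always enough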
#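 Test system: purified 2C TCR transgenic mouse naive CD8+ T cells. Probe or stimulus: QL9-peptide-loaded Drosophila micro-vesicles bearing Ld, ICAM-1 and B7-1. Incubation: binding step 1.5 h, 37 °C, antibody labelling 20 min, ice. Measured by: flow cytometry of vesicle-bound cells.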
# Myeloid diff MLP: induction of myeloid progenitor differentiation, primary screen, cell-based, flow cytometry, MLPCN library; calls only at 10 µM; ER-HoxA9 myeloid progenitors, lysozyme-GFP differentiation; AID 624256, 2012; actives 1% (n = 360,000);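 active = normalized GFP-positive differentiation at or above the plate's own cutoff, the solvent-only control mean plus 3 SD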;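 also: cells exposed to compound for four days before flow analysis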
# MT stabilizer: microtubule stabilizers in HeLa cells, primary screen, imaging, high-content imaging; AID 2205, 2009; HeLa tubulin immunostaining HCS, 24 h; share of cells brighter than vehicle mean+2SD; actives 0.83% (n = 200,000); % tubulin-high responders, % at 10 µM;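 active = plate Z-score above 3 for both tubulin-high and condensed-nucleus cell shares, with cell loss under 80%, at 10 µM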;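 also: anti alpha tubulin signal scored within the nucleus-defined area of each cell; some results filed as inactive read as strong as hits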
# Dynein transport cytoplasmic EGFP: recorded beside Dynein transport, whose call it bears; z-score; measured here: cytoplasmic GR-EGFP intensity; stronger effect = higher value
# Dynein transport nuclear GR-EGFP: also measured in Dynein transport; calls as there; z-score; measured here: nuclear GR-EGFP intensity;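 lower value marks the stronger effect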
# Dynein transport cell count: recorded beside Dynein transport, whose call it bears; z-score; measured here: cell count per field
# Ins promoter up cell count: second read-out of Ins promoter up, no call of its own (marks repeat the call); cell count; measured here: cytotoxicity, nuclei count;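 total cells summed across four imaged fields per well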
# Hep lipid drop cells 6.5 µM: also measured in Hep lipid drop; calls as there; cell count; measured here: cell count, cytotoxicity flag;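 cells counted across two imaged fields per well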
# bCat nuc transl cell count 5 µM: recorded beside bCat nuc transl, whose call it bears; cell count; measured here: cell count, cytotoxicity flag
# T cell modulator vesicle-bound %: further read-out of T cell modulator, marked with its call; double positive events, %; measured here: CD8+ vesicle-bound cell fraction;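 binding gate set so that unloaded-vesicle control wells show 10% double positive cells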
# MT stabilizer Hoechst-high %: also measured in MT stabilizer; calls as there; % Hoechst-high responders; measured here: nuclear condensation Hoechst responders;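 share of cells brighter than vehicle mean plus two SD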
# MT stabilizer cytotoxicity %: also measured in MT stabilizer; calls as there; toxicity, %; measured here: cytotoxicity by cell density;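 0% = mean cell density of plate MIN control wells and 100% = no cells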
# Myeloid diff MLP GFP+ MAC1+ %: recorded beside Myeloid diff MLP, whose call it bears; GFP+ MAC1+ double positive, %; measured here: differentiation confirmed by MAC1 staining
# Active calls of the source: *; i = inactive; . = no result given.
SMILES,T cell modulator vesicle-bound %,Myeloid diff MLP GFP+ MAC1+ %,bCat nuc transl,PMI inhibitors,T cell modulator,Ins promoter up,Myeloid diff MLP,Dynein transport,Dynein transport cell count,Ins promoter up cell count,Dynein transport nuclear GR-EGFP,MT stabilizer cytotoxicity %,MT stabilizer,Hep lipid drop cells 6.5 µM,Hep lipid drop,bCat nuc transl cell count 5 µM,MT stabilizer Hoechst-high %,TNAP activators,Dynein transport cytoplasmic EGFP
CC1=CC(C)(C)n2c(O)c(N=NC(N)=S)c3cccc1c32,41.5,0.4,0.0,6.2%,i,-0.31,i,-0.308,-0.1,1331,-0.0942,0.8,2.2,634,-13.8,982,2.0,1,-0.212
COc1ccccc1CNC(=O)C(NS(=O)(=O)c1cccc2nsnc12)C(C)C (stereo not drawn),19.6,0.4,1.0,.,i,-0.21,i,1.38,-1.86,910,1.22,.,.,679,5.8,1295,.,.,-0.154
O=C(c1cc(-c2ccccc2)nc2ccccc12)N1N=C(C(F)F)CC1(O)C(F)F (stereo not drawn),54.4,2.1,0.6,23.1%,i,.,i,-0.257,-0.141,.,0.09,3.7,1.6,723,-3.1,1097,1.2,1.1,-0.226
Clc1ccc2nc(CSc3ncn[nH]3)cn2c1,29.6,0.7,-0.4,7.5%,i,-1.01,i,-0.995,0.476,1454,0.143,3.9,5.6,691,-0.9,1538,3.0,1.3,-0.313
CC(C)C(OC(=O)c1cccs1)C(=O)NC1CCCCC1 (stereo not drawn),19.3,0.1,-6.3,-13.2%,i,.,i,-0.353,-1.03,.,0.191,6.8,2.6,747,-5.7,538,1.4,1.1,-0.155
COc1ccc(S(=O)(=O)Nc2cccc(NC(C)=O)c2)cc1,50.8,1.6,-0.2,10.8%,i,0.26,i,0.439,-0.441,1257,0.544,21.2,2.0,796,3.8,1177,0.4,1.1,-0.292
CC(C)Cn1c(NCCN(C)C)nc2c1c(=O)[nH]c(=O)n2C,38.4,6.5,-1.6,0.5%,i,-0.52,i,-0.265,0.183,1511,-0.29,6.8,2.2,.,.,899,0.7,1.1,-0.19
COc1cc2c(cc1OC)C1=C(C#N)CCC(=NC(=O)c3ccco3)N1CC2,41.3,0.5,4.7,-5.4%,i,-2.46,i,-0.576,0.774,1486,-0.182,4.7,3.5,721,12.5,988,1.4,1.1,-0.318
O=C(NCCCN1CCN(c2ccccc2F)CC1)C1CCN(S(=O)(=O)N2CCOCC2)CC1,28.4,0.9,-1.6,1.3%,i,-0.91,i,0.969,-0.594,1305,0.64,10.9,6.1,.,.,1508,2.8,1.1,-0.199
COc1ccc(NC(C)C(=O)N/N=C/c2ccc([N+](=O)[O-])s2)cc1 (stereo not drawn),21.2,0.5,-2.5,12.1%,i,0.02,i,0.406,-1.25,1118,0.803,11.4,1.9,645,-6.9,1106,2.0,1.1,0.00215
CCOC(=O)c1nnn(-c2nonc2-n2cccc2)c1-c1cccc([N+](=O)[O-])c1,56.0,0.6,0.7,4.6%,i,0.04,i,0.23,-0.455,1217,0.0155,22.2,2.9,676,-12.3,1086,3.1,1,-0.261
CS(=O)(=O)c1ncc(CO)n1Cc1ccccc1,63.8,0.1,-0.6,-9.0%,i,-0.34,i,1.89,-0.217,1572,1.18,4.8,6.4,677,-9.0,963,2.1,1,-0.304
O=C1C=C(c2ccccc2)C(=O)N1Nc1ccccc1,21.2,1.0,.,1.7%,i,-1.27,i,-1.21,-0.00765,900,-0.548,8.8,1.0,813,10.2,.,1.9,1.3,1.79
O=C(NC1CCCc2ccccc21)c1ccc(Cl)nc1 (stereo not drawn),58.9,0.7,.,3.1%,i,.,i,-0.903,-0.156,.,-0.343,0.1,3.1,799,7.9,.,1.5,1,0.78
CCc1n[nH]c2c1/C(=N\O)CC(c1ccccc1)C2 (stereo not drawn),43.4,0.2,-7.9,11.9%,i,.,i,-0.0811,-0.0123,.,0.0281,0.4,6.8,.,.,1001,4.8,1,-0.33
Oc1nc(-c2ccc(Br)cc2)n2ccncc12,58.4,0.2,-4.6,-46.7%,i,0.49,i,-0.136,0.841,1365,-0.114,2.3,3.7,711,-2.1,999,3.9,0.7,-0.291
COc1ccc(N2CC(C(=O)N/N=C/c3c[nH]c4ccccc34)CC2=O)cc1 (stereo not drawn),48.4,0.3,.,-6.4%,i,0.23,i,0.926,-0.662,1180,0.0584,3.4,1.6,765,12.4,.,1.9,1.1,0.088
CO/N=C/C(C(C)=O)C(=O)Nc1ccc(Cl)cc1Cl (stereo not drawn),49.5,0.4,-0.4,-24.4%,i,.,i,1.19,-0.679,.,0.817,9.0,4.6,695,1.3,1541,0.9,1,-0.254
COc1ccccc1/C=N/Nc1nccnc1Cl,10.6,6.0,.,-0.6%,i,.,i,0.47,0.455,.,0.248,8.4,2.8,732,15.5,.,1.8,1.2,-0.22
CCC(c1nnc(SCC(=O)Nc2nnc(-c3ccccc3)o2)o1)N(C)C (stereo not drawn),40.1,1.0,-1.6,5.1%,i,-0.34,i,-0.023,0.0934,1265,-0.21,2.8,1.8,.,.,903,1.7,1.1,-0.194
CCc1cc2cccc(C)c2nc1SCC(=O)Nc1nonc1C,51.0,0.2,2.6,4.9%,i,0.06,i,-0.604,0.333,1711,-0.0913,6.6,0.6,699,-10.1,882,1.1,1,-0.334
N#Cc1cnn(CC2CCCCC2)c1N,17.1,1.1,-1.1,5.6%,i,0.29,i,-0.914,0.546,1353,-0.107,9.8,2.7,.,.,1157,2.6,1,-0.191
CN(C)C(=S)Nc1cccc(F)c1,50.6,1.1,-2.4,.,i,-0.19,i,0.599,-0.0595,1350,0.431,.,.,748,5.1,1126,.,.,-0.145
COC(=O)c1cc(-c2cccc(OC)c2)on1,37.6,0.6,-5.8,2.3%,i,-0.48,i,-0.444,0.11,1604,-0.00765,12.5,2.5,.,.,863,1.3,1.1,0.886
Cc1ccc(S(=O)(=O)Nc2cccc(C(=O)Nc3cc(C)ccn3)c2)cc1,.,.,-5.8,-1.7%,.,0.48,.,0.577,0.102,1053,0.521,8.2,2.2,760,-3.2,1197,1.2,1,-0.161
Cc1cccc(N2CCN(CC(=O)Nc3ccc(-n4cnnn4)cc3)CC2)c1C,7.4,1.1,0.1,4.0%,i,0.18,i,0.515,0.0577,1439,-0.0104,0.3,2.9,.,.,1418,1.7,1.1,-0.114
Cc1nn(C(=O)c2ccccc2)c2c1C(=O)CC(C)(C)C2,20.2,1.3,-0.7,3.5%,i,0.47,i,-1.82,0.729,1234,-0.913,7.2,1.8,657,-2.8,1007,1.9,0.4,0.00258
Cc1ccc(NS(=O)(=O)c2cc(NC(=O)C(C)Oc3ccccc3)ccc2C)c(C)c1 (stereo not drawn),34.9,0.7,0.1,7.0%,i,-0.66,i,0.57,-1.05,1261,0.869,14.5,2.0,530,-32.7,913,1.4,0.7,-0.227
CC(C)(C)NC(=O)NC(=O)COC(=O)CNC(=O)c1cccc(F)c1,22.0,0.7,0.7,-6.2%,i,0.43,i,-0.223,-0.00228,1595,-0.217,3.2,3.3,.,.,1340,1.7,1.1,-0.334
COc1ccc(-c2c(NC(=O)c3ccco3)n(-c3ccccc3)nc(C)c2=O)cc1,57.3,1.5,3.2,.,i,0,i,0.868,0.0841,1048,0.331,.,.,654,-6.0,1263,.,.,-0.277
O=C(c1cccs1)N1CCN(S(=O)(=O)N2CCOCC2)CC1,32.1,0.5,.,5.7%,i,.,i,-0.115,1.02,.,-0.198,2.8,3.3,713,-12.9,.,1.6,1.1,-0.113
C/C(CC(=O)NCC(C)C)=N\NC(=O)COc1cc(C)c(Br)cc1Br,34.9,0.3,2.6,7.1%,i,-0.01,i,-0.295,0.395,1470,-0.193,8.5,3.1,595,9.6,1200,2.2,1,-0.201
Cc1nc(Oc2ccc(S(=O)(=O)N3CCOCC3)cc2Cl)c2c3c(sc2n1)CCCC3,27.0,0.6,-0.2,14.9%,i,.,i,-0.0295,0.812,.,-0.266,3.6,6.8,608,8.5,980,2.3,0.9,-0.23
Cc1nnc(SCC(N)=O)n1CC1CCCO1 (stereo not drawn),15.8,0.3,-2.9,2.8%,i,-0.47,i,-0.628,-0.161,906,-0.0618,3.7,4.6,765,-20.6,1084,2.1,1,-0.155

# Screening data as filed in PubChem.
